Bioassay records: PubChem BioAssay, National Center for Advancing Translational Sciences (NCATS)
TDP1 block – qHTS Assay for Inhibitors of Tyrosyl-DNA Phosphodiesterase (TDP1); Potency, µM (highest dose often 130 µM), for the others: top-dose activity change, negative = inhibition, actives largely listed as inhibitors; Tyrosyl-DNA phosphodiesterase 1 (Homo sapiens), Q9NUW8; AID 485290, 2010; recombinant TDP1, AlphaScreen DNA substrate cleavage; 350,000 tested, 0.28% active; note: nearly all actives have a fitted effect of over 40% in size
Target sequence (Q9NUW8 whole entry, looked up): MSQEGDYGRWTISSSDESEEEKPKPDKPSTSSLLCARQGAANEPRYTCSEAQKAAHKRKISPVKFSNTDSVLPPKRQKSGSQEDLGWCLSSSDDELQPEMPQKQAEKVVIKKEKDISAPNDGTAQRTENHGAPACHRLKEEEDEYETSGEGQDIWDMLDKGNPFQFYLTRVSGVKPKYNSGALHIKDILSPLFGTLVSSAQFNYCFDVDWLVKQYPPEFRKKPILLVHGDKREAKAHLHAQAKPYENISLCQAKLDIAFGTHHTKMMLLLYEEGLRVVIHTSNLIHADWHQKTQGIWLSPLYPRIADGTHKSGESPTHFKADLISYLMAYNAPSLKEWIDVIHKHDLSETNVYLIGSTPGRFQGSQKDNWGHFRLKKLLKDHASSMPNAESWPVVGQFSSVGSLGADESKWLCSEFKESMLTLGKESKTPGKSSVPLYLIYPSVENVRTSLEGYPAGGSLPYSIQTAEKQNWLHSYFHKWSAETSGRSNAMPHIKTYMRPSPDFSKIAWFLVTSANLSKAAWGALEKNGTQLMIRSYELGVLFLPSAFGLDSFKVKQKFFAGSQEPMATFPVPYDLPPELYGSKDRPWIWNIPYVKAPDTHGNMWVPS
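Recombinant E. coli-expressed Tdp1 (1 nM) preincubated with compound 15 min at RT, then 5'-biotin/3'-phosphotyrosine-FITC DNA substrate (15 nM) added for 5 min. AlphaScreen beads (10 ug/ml) added, 10 min RT; tyrosine-FITC cleavage read as signal loss.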
N370S GC mod – qHTS Assay for Inhibitors and Activators of N370S glucocerebrosidase as a Potential Chaperone Treatment of Gaucher Disease. Lysosomal acid glucosylceramidase (Homo sapiens), P04062. N370S GC spleen homogenate, 4MU-glucoside fluorescence. Potency, µM (highest dose often 59.4 µM), for inactives: at the highest dose activity change, negative = inhibition, usual class: inhibitors. 330,000 tested, 0.092% active;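 note: 0% = full enzyme activity and -100% = no enzyme basal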
TDP1 cell noCPT – qHTS for Inhibitors of human tyrosyl-DNA phosphodiesterase 1 (TDP1): qHTS in cells in absence of CPT; DT40 Tdp1-/- hTDP1 cells, no CPT, ATP luminescence, 48 h; Potency, µM (top dose mostly 46.2 µM), without a hit: at the highest dose activity change, negative = growth inhibition, actives largely listed as inhibitors; 420,000 tested, 15% active; AID 686978, 2013; note: nearly all actives have a fitted effect of over 55% in size
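Readout: luminescence from CellTiter-Glo after 30 min in the dark at RT. Cells: DT40 Tdp1-/- with stable hTDP1, 400/well. Exposure: compounds alone, ≥48 hr, 37 °C.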
Numbers without * were called inactive; ? = inconclusive; / = no result given; & = joins results of further samples; [ ] = dose if it differs, or a comment. Calls come from the whole dose curve; as a rule, active = well fitted curve in the direction sought with a large enough effect; inconclusive = small, poorly fitted or top-dose-only effect, or another doubt; inactive = no such curve, though single readings can be large; an effect the other way counts as inactive or inconclusive. Unless noted, % is set by controls: 0 for no effect and ±100 for the full control effect; potency is the fitted concentration of half-maximal effect.

Compound | TDP1 block | N370S GC mod | TDP1 cell noCPT
CC(=O)N1CCN(S(=O)(=O)c2cccc(C(=O)NC3CC3)c2)CC1 | 0% | / | 1%
COCCn1cnc2c1c(=O)n(CC(=O)NN)c(=O)n2Cc1ccccc1 | / | -6% | 22%
Cc1ccc2c(c1)C(=O)C1(O)CCN(c3ccccc3)C1=N2 (stereo not drawn) | 5%&3% | 1%&-4% | 6.3µM*
COC(=O)c1cc(NC(=O)c2ccc(-c3ccc(Cl)cc3Cl)o2)cc(C(=O)OC)c1 | 0%[12.3 µM] | / | -21%
Cc1cccc(N(C(=O)CNC(=O)c2ccco2)C(C(=O)NC2CCCC2)c2ccncc2)c1 (stereo not drawn) | / | -15% | 2%
O=C(COc1ccccc1)Nc1ccc(S(=O)(=O)Nc2ccccn2)cc1 | -3% | -12% | -12%
O=C(CCc1ccccc1)N1CCN(c2ccccc2F)CC1 | -4% | 0% | 3%
CC(C)CC(=O)Nc1cccc(NC(=O)c2ccccc2Cl)c1 | 0% | -1% | -22%
CON(C)C(=O)CC(CN(Cc1ccccc1)C(=O)OC(C)(C)C)c1ccc(Cl)cc1 (stereo not drawn) | -3% | / | ?
Cc1ccc(C)c(C(=O)OCC(=O)Nc2cccc(S(=O)(=O)N3CCCCC3)c2)c1 | 2% | / | 10µM*
CCc1ccc(S(=O)(=O)NCc2ccc3c(c2)CCN3C(=O)c2ccc(C)cc2)cc1 | 3% | / | 8.2µM*
Cc1c(Cl)cccc1NC(=O)Nc1ccn(C)n1 | 0% | 28% | -16%
O=C(NNC(=O)c1ccc(F)c(S(=O)(=O)N2CCOCC2)c1)c1ccc(Br)cc1 | 0% | / | -25%
CCOc1cc(Cl)c(CNCCCN2CCOCC2)cc1OC | / | -2% | -13%
COc1ccc(CCNC(=O)Cc2cc(OC)c(OC)cc2[N+](=O)[O-])cc1OC | -1% | -1% | 5%
O=C(NC1CCCc2c1cnn2-c1cc(F)cc(F)c1)c1cc[n+]([O-])cc1 (stereo not drawn) | 2% | -3% | 25%
CSc1ccccc1C(=O)NCCSC(C)(C)C | 11% | 5% | -12%
Cc1ccc(S(=O)(=O)N2CCN(S(=O)(=O)c3ccc(C)cc3)C2c2ccccc2)cc1 | 4% | 11% | ?
CC(C)(C)c1ccc(S(=O)(=O)N2CCN(C(=O)C3=COCCO3)CC2)cc1 | -1% | / | ?
Cn1cccc1C1CCCN1CC(=O)Nc1ccc(F)c(F)c1F (stereo not drawn) | 5% | / | -21%
CC1CCN(C(=O)c2[nH]cnc2C(=O)Nc2ccon2)CC1 | 0% | / | ?
Cc1cc(=O)[nH]c(SCC(N)=O)c1C#N | 4% | -15% | ?
O=C(c1ccccc1)N1CCN(c2ncnc3c(-c4ccccc4)nsc23)CC1 | 3% | 2% | ?
CC(=O)N1c2ccccc2N(Cc2ccc(C)cc2C)C(=O)C1(C)C | 6% | 3% | 5.8µM*
Cc1sc(NC(=O)Cn2nc(C(F)(F)F)cc2C)c(C(=O)OC(C)C)c1C | 1% | 1% | -22%
COc1ccc(C2N=C(c3ccccc3)NC(c3ccccc3)=N2)cc1 | -4% | 8% | -13%
CC1(C)NC(=O)N(CCOCCSc2ccccc2)C1=O | -2% | 5% | -13%
CCOC(=O)C(=CNc1ccc(Cl)cn1)C(=O)OCC | 1% | -12% | ?
COc1cccc(CNCCc2c[nH]c3ccccc23)c1OCc1ccccc1 | 2% | -14% | 9.2µM*
COc1ccccc1OCCC(=O)OCC(=O)Nc1ccc2c(c1)OCO2 | -1% | / | ?
Cc1ccc(NC(=O)CCNC(=O)c2ccco2)cc1Cl | / | -2% | -3%
CC(=O)c1ccc(NC(=O)CN2C(=O)NC3(CCc4ccccc43)C2=O)cc1 (stereo not drawn) | -1% | / | -18%
O=C(O)CSc1nnc(-c2cc3ccccc3o2)n1-c1ccccc1 | 8% | 7% | 6%
CCCCn1c(N)c(N(CCOC)C(=O)c2cc(-c3ccc(F)cc3)nc3ccccc23)c(=O)[nH]c1=O | -3%[0.505 µM] | -2% | -14%
Cc1ccc2c(c1)C(O)(CC(=O)c1cccc(-n3cccc3)c1)C(=O)N2 (stereo not drawn) | 5% | 10% | 10%
COc1ccc(Cc2nnc(NC(=O)c3ccccc3[N+](=O)[O-])s2)cc1 | 0% | -21% | -18%
CN(C(=O)Cc1c[nH]c2ccccc12)C(C(=O)Nc1ccc2c(c1)OCO2)c1ccccc1 (stereo not drawn) | 9% | 14% | ?
O=S(=O)(Nc1cccc(S(=O)(=O)N2CCCCC2)c1)c1ccccc1F | 4% | / | -31%
COc1cc(-c2nnc(CSc3nnc(N)s3)o2)cc(OC)c1OC | -3% | -5% | -28%
Cn1cc(CCNCc2cn[nH]c2-c2ccc(-c3ccccc3)cc2)cn1 | / | 1% | ?
CC(=O)N(CCCNC(=O)c1ccccc1)C(=O)c1ccccc1 | -2% | -20% | -6%
N#CCC(=O)Nc1ccc(C(=O)OCc2ccccc2Oc2ccccc2)cc1 | 0%[0.0935 µM] | 0% | 1%
CCOC(=O)Nc1ccc2c(c1)N(C(=O)CN(CC)CC)c1ccccc1C=C2 | 3% | 15% | -29%
COc1ccc(CCNC(=O)CS(=O)Cc2nc(-c3cccs3)oc2C)cc1OC (stereo not drawn) | 4% | 6% | -19%
CCOc1ccc(-n2c(SCC)nc3c(c2=O)SCC3)cc1 | 2% | 6% | ?
CCOCCCNC(=S)N(CCN(C)C)Cc1cc2cc3c(cc2[nH]c1=O)OCCO3 | / | ? | ?
Cc1noc(C)c1COC(=O)c1ccc(S(=O)(=O)NCc2ccco2)cc1 | 4% | -3% | ?
Cc1cc(C)nc(Nc2ccccc2Cl)n1 | / | -7% | -6%
CCOc1ccc(NC(=O)CN(C)C(=O)c2sc3ccccc3c2Cl)cc1OCC | / | -4% | ?
O=C(NCc1cccc(C(F)(F)F)c1)c1cccc(S(=O)(=O)N2CCN(Cc3ccccc3)CC2)c1 | 4% | -8% | 18µM*

Additional structures.
Compound | TDP1 block | N370S GC mod | TDP1 cell noCPT
COCC(COS(N)(=O)=O)Cc1ccccc1 (stereo not drawn) | / | 5% | -9%
O=C(CSc1nc(=O)[nH]c2c1CCC2)Nc1cc(C(F)(F)F)ccc1Cl | 3% | / | ?
CCOC(=O)c1cc(-c2ccccc2)sc1NC(=O)COC(=O)c1cccc(S(N)(=O)=O)c1 | 5% | 5% | 10µM*
COC(=O)c1ccccc1NC(=O)CN(C)S(=O)(=O)c1cc(C)ccc1OC | 8% | 26% | ?
Cc1noc(C)c1C(=O)N1CCOCC1 | 1% | 5% | -9%
CCCCOC(=O)c1ccc(Nc2nnc(-n3nc(C)cc3C)c3ccccc23)cc1 | 1% | / | ?
CCOc1ccc(C(=O)NCCC2=CCCCC2)cc1OCC | -3% | 3% | -22%
COC(=O)/C=C/c1cccc([C@H]2[C@@H]3C=CC[C@@H](C)[C@@H]3C(=O)N2Cc2ccccc2)c1 | -2%[56.1 µM] | 26% | 16µM*
Cc1c(N(C)C(=O)C2CCCN2S(=O)(=O)c2ccccc2)c(=O)n(-c2ccccc2)n1C (stereo not drawn) | 5% | 24% | 1%
CC(NC1CCCC1)C(=O)Nc1ccccc1-c1ccccc1 (stereo not drawn) | -4% | 6% | -20%
CCCCn1c(SCC(=O)N(CC)C2CCS(=O)(=O)C2)nnc1C(CC)N(C)C (stereo not drawn) | 6% | -2% | -9%
CCc1nc(NCCN)c(C#N)c2c1CSC(C)(C)C2 | 6% | -3% | ?
CCc1nc(SCC(=O)Nc2cc(OC)ccc2OC)c2c(C)c(C)sc2n1 | / | -5% | 26µM*
COc1ccc(N2CCN(c3ncnc4scc(-c5ccccc5)c34)CC2)cc1 | / | -11% | 16µM*
Cc1ccc(Nc2nc3ccccc3[nH]2)nc1 | 5% | -1% | 16µM*
CN1CCCN(C(=O)c2ccc(Cl)c(S(=O)(=O)N(C)c3ccccc3)c2)CC1 | 4% | 2% | -1%
COc1ccccc1OCCCCn1c(C2CC(=O)N(c3ccccc3Cl)C2)nc2ccccc21 (stereo not drawn) | 8% | / | -26%
CCc1ccc(S(=O)(=O)Nc2ccc(-c3nc4cccnc4s3)cc2)s1 | 7% | ? | ?
COc1cccc(-c2nc(SCC(=O)Nc3ccc4c(c3)OCCO4)c(-c3ccccc3)[nH]2)c1 | 12% | / | 18µM*
CC1(C)CC(=O)c2sc(NC(=O)CN3CCOCC3)nc2C1 | 4% | -1% | 2%
CC1CCC2(CC1)NC(=O)N(CC(=O)Nc1nc(-c3ccc(F)cc3)cs1)C2=O (stereo not drawn) | -2% | -11% | -29%
Cc1cc(C)cc(SCc2noc(C(=O)NCc3ccccc3)c2C(=O)NCc2ccccc2)c1 | -11% | 22% | ?
O=[N+]([O-])c1ccc(N2CCOCC2)cc1NCc1ccccc1 | 4% | 28% | ?
COc1ccc(CCN2CC(C(=O)O)CC2=O)cc1 (stereo not drawn) | 2% | -1% | -1%
O=C1[C@H]2[C@@H](c3ccc(Cl)cc3)N3C(=O)N(c4cccc(F)c4)C(=O)[C@@]3(Cc3ccc(Cl)cc3)[C@H]2C(=O)N1C1CCCCC1 | / | -2% | 16µM*

Part of the list above in order of heavy-atom count, smallest number first.
Compound | TDP1 block | N370S GC mod | TDP1 cell noCPT
COCC(COS(N)(=O)=O)Cc1ccccc1 (stereo not drawn) | / | 5% | -9%
CCOc1ccc(C(=O)NCCC2=CCCCC2)cc1OCC | -3% | 3% | -22%
CCc1ccc(S(=O)(=O)Nc2ccc(-c3nc4cccnc4s3)cc2)s1 | 7% | ? | ?
CN1CCCN(C(=O)c2ccc(Cl)c(S(=O)(=O)N(C)c3ccccc3)c2)CC1 | 4% | 2% | -1%
COc1ccc(N2CCN(c3ncnc4scc(-c5ccccc5)c34)CC2)cc1 | / | -11% | 16µM*
Cc1c(N(C)C(=O)C2CCCN2S(=O)(=O)c2ccccc2)c(=O)n(-c2ccccc2)n1C (stereo not drawn) | 5% | 24% | 1%

Later entries:
Compound | TDP1 block | N370S GC mod | TDP1 cell noCPT
COc1ccc(F)cc1S(=O)(=O)N1CCCCC1 | / | 4% | -12%
CC(=O)Nc1cc(-c2nc3ccccc3o2)ccc1Cl | / | 2% | -10%
COc1ccc(C(=O)/C(=C\N(C)C)n2nc(C)cc2C)cc1 | 0% | -2% | 13%
CCCc1cc(=O)n2[nH]c(-c3ccc(OC)cc3)nc2n1 | 2% | 1% | -7%
O=C(c1ccco1)N1CCN(c2nc3ccsc3c(=O)s2)CC1 | 9% | -6% | ?
Cc1cccc(C(=O)Nc2ccc(S(=O)(=O)N(Cc3ccccc3)c3ccccc3)cc2)c1 | 3% | / | 10µM*
CCOC(=O)N1CCN(C(=O)CCn2c(=O)[nH]c3ccsc3c2=O)CC1 | 0% | 1% | -6%
CN(C)CCCNC(=O)/C(=N\O)c1ccccc1 | 0% | 3% | 5%
CCOc1ccc(-c2ccc(SCc3ccccn3)nn2)cc1 | 6% | 9% | 23µM*
COC(=O)c1sc2cccc(F)c2c1S(=O)(=O)Nc1cc(OC)cc(OC)c1 | 8% | / | 4%
COc1ccc(C(CC(=O)N2CCCCC2)c2c(OC)cc(OC)c3ccc(=O)oc23)cc1 (stereo not drawn) | 4%&-1% | ? | ?
CC1SC2(NC1=O)C1CC3CC(C1)CC2C3 (stereo not drawn) | -1% | 3% | -24%
Cc1cccc(NC(=O)C2CCCN(S(=O)(=O)c3cccc4nsnc34)C2)c1 (stereo not drawn) | 8% | 13% | ?
CC(=O)c1ccc(N2CCN(C(=O)Nc3ccc(C)cc3)CC2)cc1 | -1%&5% | -9% | ?
CCOc1c(CNCCN2CCOCC2)cccc1OC | 2% | 1% | 0%
COc1cc(C(=O)N2CCN(C(=O)C3CC3)CC2)cc(OC)c1OC | -1% | -1% | -3%
O=C(/C=C/c1ccc(Cl)cc1Cl)Nc1ccc(CN2CCOCC2)cc1 | 3% | -8% | ?
CCc1noc(C)c1C(=O)OCC(=O)Nc1ncc(Cl)cc1Cl | -7% | -13% | -21%
Cc1cc(NC(=O)CSc2nnc(C3CC3)n2-c2ccccc2)no1 | 0% | 7% | 7%
Cc1cc(Cl)ccc1NC(=O)C1CCN(S(C)(=O)=O)CC1 | 1% | 1% | -5%
COc1ccc(C2c3c(oc4ccc(Cl)cc4c3=O)C(=O)N2CCCN(C)C)cc1OC (stereo not drawn) | -3% | / | ?
Cc1nn(C)cc1CN(C)Cc1c(C(=O)N(C)Cc2ccccc2)nc2ccccn12 | 6% | ? | ?
Cc1ccc(CNC(=O)c2ccc(NC3=NC4CS(=O)(=O)CC4S3)cc2)cc1 (stereo not drawn) | / | -11% | 14%
COc1cc(CNc2ccc(N3CCCC3)cc2)ccc1OCc1ccccc1 | 4% | -3% | 2.1µM*

Some of the compounds tested. The share of hits here may be higher or lower than overall.
